Source: PubChem BioAssay (National Center for Advancing Translational Sciences (NCATS))
USP2a block: qHTS Assay for Inhibitors of Ubiquitin-specific Protease USP2a Using CHOP2 as the Reporter. USP2 core, Ub-CHOP2 coupled fluorogenic reporter, 485/531. Potency, µM (doses to about 38.3 µM), without a hit: top-dose activity change, negative = inhibition, hits mostly inhibitors. actives 0.01% (n = 330,000);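 note: potency is the fitted concentration of half-maximal effect; plate controls were DMSO wells for no effect and full inhibition by NEM control for full effect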
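Cell-free coupled assay: 10nM USP2 core preincubated 30min RT with compound in Tris-HCl pH 8.0/CaCl2/CHAPS buffer, then 25nM Ub-CHOP2 and 25nM reporter substrate; fluorescence (Ex 485/Em 531) read after 60min RT, normalized to NEM inhibition, concentration-response curves fitted.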
PTAP TSG101 blk: qHTS Assay for Iinhibitors of HIV-1 Budding by Blocking the Interaction of PTAP/TSG101. Potency, µM (highest dose often 115 µM), for the others: top-dose activity change, negative = inhibition, most hits filed as inhibitors. Fluorescence polarization, FITC-PTAP peptide / Tsg101 binding. Tumor susceptibility gene 101 protein (Homo sapiens), Q99816. 340,000 tested, under 10 active; active = well fitted inhibition curve with a large enough effect in the main read-out, with a control signal flat, not every such curve was filed as active; inconclusive = small, poorly fitted or top-dose-only effect, or effect the other way, or a change in a side signal; inactive = no such curve, though single readings can be large or run the other way; note: potency is the fitted concentration of half-maximal effect; % of control where 0% means no effect
Target sequence (Q99816 whole entry, looked up): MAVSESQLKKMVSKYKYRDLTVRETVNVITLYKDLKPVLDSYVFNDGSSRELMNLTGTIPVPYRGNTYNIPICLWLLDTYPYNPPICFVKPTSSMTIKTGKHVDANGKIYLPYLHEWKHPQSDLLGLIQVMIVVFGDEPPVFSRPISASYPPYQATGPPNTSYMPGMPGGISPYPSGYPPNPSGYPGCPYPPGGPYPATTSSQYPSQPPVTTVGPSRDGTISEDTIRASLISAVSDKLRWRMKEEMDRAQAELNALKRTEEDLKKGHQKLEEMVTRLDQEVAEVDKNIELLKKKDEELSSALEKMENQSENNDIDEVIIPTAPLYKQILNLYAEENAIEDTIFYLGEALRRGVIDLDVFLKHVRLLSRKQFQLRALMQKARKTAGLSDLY
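Compounds were pin-transferred onto Tsg101 binding domain (10 uM final) in HEPES pH 7.5 buffer, then FITC-PTAP peptide was added at 50 nM final. After 20 min at RT, polarization reported peptide displacement across a qHTS concentration series.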
B2AR arrestin: qHTS assay of beta-arrestin-biased ligands of beta2-adrenergic receptor; beta-arrestin recruitment to beta2AR, cell-based reporter; Potency, µM (series often up to 46.1 µM), for the others: top-dose activation, most hits filed as activators; actives 0.02% (n = 330,000); AID 492947, 2010;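 note: potency is the fitted concentration of half-maximal effect; 0% = DMSO controls and full agonism = EC100 isoproterenol or metaproterenol; nearly all actives have a fitted effect of over 65% in size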
Eya2 phos inh: qHTS Assay for Inhibitors of the Phosphatase Activity of Eya2; recombinant Eya2, OMFP fluorescence dephosphorylation (OMFP is methylfluorescein phosphate); Potency, µM (titrated, usually from 76.9 µM), inactives show top-dose activity, negative = inhibition, usual class: inhibitors; Protein phosphatase EYA2 (Homo sapiens), O00167; actives 0.006% (n = 330,000); note: potency is the fitted concentration of half-maximal effect; % is set by controls: 0 for no effect and ±100 for the full control effect
Target sequence (O00167 whole entry, looked up): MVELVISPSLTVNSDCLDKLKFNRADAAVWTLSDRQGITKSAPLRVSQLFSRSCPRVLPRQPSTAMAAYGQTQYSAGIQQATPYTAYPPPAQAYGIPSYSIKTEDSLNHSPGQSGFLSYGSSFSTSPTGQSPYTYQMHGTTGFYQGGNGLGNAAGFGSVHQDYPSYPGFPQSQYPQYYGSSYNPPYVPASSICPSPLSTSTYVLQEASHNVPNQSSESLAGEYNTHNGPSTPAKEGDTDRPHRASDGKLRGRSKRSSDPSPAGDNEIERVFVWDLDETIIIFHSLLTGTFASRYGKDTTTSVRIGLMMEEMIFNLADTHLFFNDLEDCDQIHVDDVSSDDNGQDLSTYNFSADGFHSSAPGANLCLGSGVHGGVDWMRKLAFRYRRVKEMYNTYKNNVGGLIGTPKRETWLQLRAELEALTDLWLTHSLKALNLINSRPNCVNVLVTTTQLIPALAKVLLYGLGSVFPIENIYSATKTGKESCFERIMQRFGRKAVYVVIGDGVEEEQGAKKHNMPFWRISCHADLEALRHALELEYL
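Eya2 (0.2 uM) preincubated 10 min at ambient with compound, then OMFP substrate added at 50 uM; 10 min reaction in 50 mM HEPES pH 7.5, 50 mM NaCl, 5 uM MgCl2, 0.05% BSA, 1 mM DTT. Fluorescence read at Ex 485/Em 525 nm.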
TSHR antagonist: Antagonists of the Thyroid Stimulating Hormone Receptor: HTS campaign | actives 0.2% (n = 330,000) | activity change, negative = inhibition, % at 11.5 µM | Thyrotropin receptor (Homo sapiens), P16473 | TSHR-expressing cells, TSH-stimulated cAMP HTRF, 2 h; active compounds read low;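 active = activity change below a set negative limit, meaning inhibition stronger than a set level, cut at about -70% in these data; inconclusive = activity change between two set negative limits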; note: % is set by controls: 0 for no effect and ±100 for the full control effect
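Antagonism was scored as loss of TSH-driven cAMP in TSHR cells, stimulated with 4nM TSH (EC80) for 2 hours at 37 deg C and detected by homogeneous HTRF competition immunoassay.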
Mito fusion act: qHTS Assay for Small Molecule Inhibitors of Mitochondrial Division or Activators of Mitochondrial Fusion; S. cerevisiae fusion-defective mutant growth rescue, CellTiterGlo 48 h; Potency, µM (series often up to 46.1 µM), inactives show at the top dose growth rescue (activation), actives largely listed as activators; actives 0.23% (n = 320,000);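 note: potency is the fitted concentration of half-maximal effect; % of control where 0% means no effect; nearly all actives have a fitted effect of over 45% in size; temperature-sensitive fusion mutants such as fzo1-1 at 37 °C on non-fermentable ethanol glycerol medium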
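Compounds are tested for their ability to restore growth of mitochondrial fusion-defective yeast strains at non-permissive 37C in YPEG medium over 48 hours. Viability is quantified by luciferase luminescence.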
uPA surface inh: qHTS for Inhibitors of Cell Surface uPA Generation; cell surface uPA generation assay, qHTS; Potency, µM (titrated, usually from 38.3 µM), inactives show at the top dose activity change, negative = inhibition, hits mostly inhibitors; actives 0.31% (n = 330,000); active = well fitted inhibition curve with a large enough effect; inconclusive = small, poorly fitted or top-dose-only effect; inactive = no such curve, though single readings can be large or run the other way; tested in mouse RAW 264.7 cells; note: potency is the fitted concentration of half-maximal effect; % is set by controls: 0 for no effect and ±100 for the full control effect; nearly all actives have a fitted effect of over 55% in size
Tb PFK block: qHTS Assay to Find Inhibitors of T. brucei phosphofructokinase | T. brucei PFK, ADP-Glo luminescence | Potency, µM (highest dose often 57.5 µM), without a hit: top-dose activity, negative = inhibition, usual class: inhibitors | actives 0.17% (n = 330,000) | AID 485367, 2010;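 note: potency is the fitted concentration of half-maximal effect; 0% = uninhibited 1x PFK enzyme wells and -100% = no-enzyme wells; nearly all actives have a fitted effect of over 60% in size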
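Activity is normalized to no-enzyme wells (full inhibition) and 1.25 nM enzyme wells (no inhibition). Reaction: 0.5 mM F6P, 0.1 mM ATP, 45 min RT, ADP-Glo luminescence; concentration-response curves fitted and classed by quality.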
ELG1 repair inh: qHTS screen for small molecules that inhibit ELG1-dependent DNA repair in human embryonic kidney (HEK293T) cells expressing luciferase-tagged ELG1; HEK293T ELG1-luciferase reporter, luminescence, 16 h; DNA damage induced by 5-fluorouridine; Potency, µM (series often up to 46.1 µM), for inactives: at the highest dose activity change, negative = inhibition, usual class: inhibitors; actives 2.3% (n = 330,000); note: potency is the fitted concentration of half-maximal effect; % is set by controls: 0 for no effect and ±100 for the full control effect; nearly all actives have a fitted effect of over 55% in size
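Step one: seed 2,000 cells per well. Step two: pin-transfer compound or DMSO alongside 5-fluorouridine. Step three: incubate 16 hr, 37 °C, 5% CO2. Step four: add ONE-Glo, wait 30 min, read luminescence.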
TCR act: Activators of T cell receptors: qHTS campaign; AID 504894, 2011; Potency, µM (highest dose often 9.22 µM), for inactives: at the top dose activation of IL-2 secretion, hits mostly activators; 330,000 tested, under 10 active; primary human leukocytes, anti-CD3, IL-2 HTRF, 48 h; note: % of control where 0% means no effect
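TCR engagement came from a-CD3 beads alone, with compounds added to primary human leukocytes for 48 hr. Secreted IL-2 bridged europium cryptate- and d2-labelled anti-IL-2 antibodies, giving FRET emission at 665nm after 320nm excitation.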
Chronic BCR inh: qHTS Assay to Find Inhibitors of Chronic Active B-Cell Receptor Signaling | ABC-DLBCL IkBa-CBG/CBR reporter, luminescence ratio, 4 h | actives 0.05% (n = 340,000) | AID 493014, 2011 | Potency, µM (top dose mostly 46.1 µM), inactives show at the highest dose ratio change, negative = lower green/red ratio, most hits filed as inhibitors; active = well fitted inhibition curve with a large enough effect in the signal ratio, with a control signal flat, not every such curve was filed as active; inconclusive = small, poorly fitted or top-dose-only effect, or effect the other way, or a change in a side signal; the % refers to the signal ratio;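 note: potency is the fitted concentration of half-maximal effect; plate controls were basal doxycycline-induced cells for no effect and cells given 10 µM MG132 for full effect; MG132 reads +100%, hits lower the ratio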
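TMD8 human ABC-DLBCL cells with doxycycline-inducible IκBα–green luciferase fusion and unfused red luciferase, in 0.5% FBS medium; compounds up to 46 uM, 4 h at 37C. Green/red luminescence ratio, filter-overlap corrected, fitted to concentration-response curves.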
* hit, by the source's call; ? = inconclusive; / = no result given; & = joins results of further samples. Unless noted, calls come from the whole dose curve; as a rule, active = well fitted curve in the direction sought with a large enough effect; inconclusive = small, poorly fitted or top-dose-only effect, or another doubt; inactive = no such curve, though single readings can be large; an effect the other way counts as inactive or inconclusive.

SMILES	USP2a block	PTAP TSG101 blk	B2AR arrestin	Eya2 phos inh	TSHR antagonist	Mito fusion act	uPA surface inh	Tb PFK block	ELG1 repair inh	TCR act	Chronic BCR inh
Cc1cc(NC(=O)c2ccccc2)n(C)n1	0%	-3%	-1.1%	7%	-1	-2%	-9%	5%	1%	8%	-5%
COc1cc2nc(Cl)nc(N3CCOCC3)c2cc1OC	0%	1%	0.0%	1%	-15	3%	-4%	-4%	-5%	-2%	1%
CC(=O)N(c1ccc(C)cc1)C1C=CS(=O)(=O)C1 (configuration not stated)	0%	-9%	-0.8%	4%	5	2%	15%	-4%	3%	3%	2%
Nc1c(C(=O)Nc2ccc3c(c2)OCCO3)nnn1Cc1ccc(Br)cc1	-1%	1%	0.5%	-2%	-11	20%	-5%	-1%	?	-2%	?
Cc1ccc(S(=O)(=O)NCC2CCC(C(=O)NCCCOC(C)C)CC2)cc1 (configuration not stated)	2%	/	-0.5%	7%	16	-2%&-1%	/	0%	-9%	/	12%&-1%
CCOc1cc(NS(=O)(=O)CC)c(OCC)cc1NC(=O)c1ccco1	-9%	0%	-1.5%	16%	19	10%	0%	2%	16µM*	4%	4%
CN(C(=O)c1cccc(N2C(=O)C3C4C=CC(C4)C3C2=O)c1)C1CCCCC1 (configuration not stated)	-8%	-9%	0.1%	-8%	-10	-6%	9%	3%	6%	1%	-1%
COc1ccccc1NC(=O)C(NC(=O)OC(C)(C)C)C(C)OCc1ccccc1 (configuration not stated)	-1%	-5%	-0.2%	15%	-13	4%	/	0%	-19%	-54%	?
Cc1cc2c(ncn2C)c(NS(=O)(=O)c2ccc(F)cc2)c1C	9%	-4%	-0.6%	-23%	-8	-5%	-1%	1%	-2%	-5%	5%
CCN(CC)S(=O)(=O)c1ccc(-c2nnc(SCc3nnc(-c4ccc(C)cc4)o3)o2)cc1	2%	-1%	-0.7%	-5%	9	4%	-7%	1%	-7%	-476%	0%
O=C(O)Cc1ccc2c(c1)N(S(=O)(=O)c1cccs1)CC(C(=O)O)O2 (configuration not stated)	2%	-3%	-1.0%	11%	-5	2%	-1%	-7%	10%	11%	0%
N#CCSc1nnc(COc2cccc3ccccc23)n1-c1cccc(Cl)c1	1%	-13%	-0.1%	-5%	-4	-19%	8%	8%	?	-2%	?
Cc1ccc(C)c(NC(=O)C2=CCN(S(=O)(=O)c3ccc(F)cc3)CC2)c1	2%	-1%	-0.4%	2%	5	3%	-2%	6%	23%	2%	1%
CC(C)CC(=O)Nc1cc2c3c(c1)C(C)C(=O)N3CCC2 (configuration not stated)	0%	-9%	-0.2%	-7%	-3	-1%	4%	-6%	?	2%	2%
O=C(c1ccc(OC2CCN(CCc3ccccc3)CC2)cc1)N1CCC[C@H]1CO	1%	-2%	-0.2%	4%	2	0%	-7%	-3%	0%	-7%	-5%
CCCCOc1ccc(/C=C/C(=O)NCCc2nc3ccccc3[nH]2)cc1	2%	/	0.4%	4%	0	-3%	-1%	-6%	-12%	/	-8%
Cc1nn(Cc2c(F)c(F)c(F)c(F)c2F)c(C)c1NC(=O)c1ccnn1C	-1%	-9%	0.4%	2%	-5	5%	-1%	-4%	-7%	-2%	-14%
N=c1sccn1CC(=O)Nc1cccc2ccccc12	3%	-2%	0.8%	19%	-5	2%	5%	1%	1%	4%	?
COc1ccc(CNC(=O)N[C@H](C(=O)O)C(C)C)cc1OC	9%	-3%	-0.3%	-11%	-38	-6%	-7%	-17%	0%	-2%	?
Cn1c(=O)c2[nH]c(N/N=C(/C#N)C(N)=O)nc2n(C)c1=O	7%	-2%	4.1%	0%	27	2%	-1%	3%	-11%	-3%	6%
CC1=C(C(=O)N2CCc3ccccc32)C2(CCC(C)CC2)OC1=O (configuration not stated)	2%	-4%	0.4%	-5%	-8	-3%	2%	-3%	2%	7%	0%
CCc1ccc(NC(=O)c2ccccc2SC)cc1	0%	-3%	-0.1%	-2%	1	-2%	-1%	3%	?	-20%	-11%
C#CCOCCOCCOCCNc1nc(N2CCN(C(=O)[C@H](C(C)C)n3cc(CCO)nn3)CC2)nc(N2CCN(C(=O)[C@H](CCCCN)n3cc(CCCC)nn3)CC2)n1	-4%	1%	-2.4%	2%	-6	-1%	-6%	2%	6%	0%	-1%
CCCCN1C(=O)C(O)=C(C(C)=O)C1c1ccccc1 (configuration not stated)	3%	-3%	3.9%	0%	17	-1%	2%	1%	-1%	-6%	-16%
CCOc1ccc(NC(=O)CCNS(=O)(=O)c2ccc3c(c2)c(=O)n(C)c(=O)n3C)cc1	-1%	/	-1.4%	-6%	14	5%	2%	-3%	-25%	/	1%

Next records
SMILES	USP2a block	PTAP TSG101 blk	B2AR arrestin	Eya2 phos inh	TSHR antagonist	Mito fusion act	uPA surface inh	Tb PFK block	ELG1 repair inh	TCR act	Chronic BCR inh
Nc1nnc(SCCOc2ccc(Br)cc2)s1	-2%	0%	3.3%	9%	-10	19%	-1%	9%	?	1%	?
O=C(OCc1ccccc1)N1CCc2ccccc21	-2%	-1%	0.2%	-22%	19	-3%	-4%	1%	?	/	2%
Cc1c(NC(=O)/C=C/C(=O)O)cccc1[N+](=O)[O-]	2%	/	-0.2%	-1%	7	-5%	1%	4%	12%	/	-4%
Cc1ccccc1NC(=O)Cn1cccc1	1%	-3%	0.2%	-1%	1	0%	/	-3%	7%	-1%	-1%
O=C(Nc1nccs1)C1CCN(S(=O)(=O)c2cccs2)CC1	8%	0%	-0.1%	1%	-3	9%	3%	1%	-7%	4%	10%
CC12CCC(C(=O)Nc3nc4ccc(Br)cc4s3)(OC1=O)C2(C)C (configuration not stated)	1%	-15%	0.5%	-14%	-5	7%	?	-3%	?	-5%	-2%
O=C(COC(=O)c1ccc2c(c1)OCO2)Nc1ccccc1F	1%	1%	-0.1%	10%	-6	-1%	6%	0%	?	-10%	-16%
COC(=O)c1cccc2c1-c1ccccc1/C2=N\NC(N)=O	-1%	-3%	-0.7%	4%	10	10%	-4%	-1%	?	2%	?
C/C(=N\NC(=O)c1csc2ccccc12)c1ccc(O)cc1	-7%	-3%	0.0%	6%	12	-3%	-3%	-4%	-5%	2%	?
CC(C)CCn1c(N2CCc3ccccc3C2)nc2c1c(=O)[nH]c(=O)n2C	3%	-11%	-0.5%	-22%	23	-5%	-9%	-4%	-16%	4%	-6%
O=C(O)/C=C/C(=O)Nc1ccc(-c2ccccc2)cc1	1%&-1%	-4%	-0.6%&0.0%	-25%&5%	-5&-7	-1%&4%	-19%	0%&-5%	?	-2%	?
COc1cccc(/C=N/NC(=O)c2ccc(-c3ccccc3)cc2)c1O	4%	0%	0.3%	-21%	-2	0%	-13%	?	?	-2%	?
Cn1nc(C(C)(C)C)c(NC(=O)c2ccc(F)cc2)c1C(C)(C)C	7%	-1%	0.1%	-14%	7	-2%	8%	0%	8%	-20%	?
CC(=O)Nc1ccc(S(=O)(=O)NCCC(=O)OCC(=O)c2cc(C)ccc2C)cc1	-1%	1%	-0.2%	3%	2	2%	2%	0%	1%	-2%	-9%
C/C(=N/NC(=O)c1ccc(Br)o1)c1cccs1	-5%	0%	0.4%	-1%	-2	0%	-8%	-4%	?	-9%	-21%
C=CCN1C(=O)/C(=N/n2cnnc2)c2ccccc21	3%	-5%	-0.4%	4%	20	2%	-12%	0%	?	0%	?
CCOc1ccc(N(CC(=O)NC2CCCC2)S(=O)(=O)c2c(C)noc2C)cc1	0%	-1%	0.3%	4%	-8	-2%	-2%	-5%	-2%	7%	4%
CC(C)N=C(NS(=O)(=O)c1ccc(Br)cc1)c1ccc(Cl)cc1	5%	-4%	0.2%	-1%	-5	0%	0%	0%	-5%	1%	-1%
